# Source: PubChem (several laboratories)
# dFosB activator: activators of mouse delta FosB homodimer; activation, % at 25 µM; 340,000 tested, 0.99% active; AID 493131; P13346; purified delta FosB, TAMRA-CDK5 oligo fluorescence polarization; percent of positive-control signal above neutral wells;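 active = mean activation above about 17%, with every replicate also reaching it, limit read from the data, passing the limit was not always enough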;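 note: fluorescence polarization rise as delta FosB binds a TAMRA Cdk5 AP-1 oligo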
# Target sequence (P13346 whole entry, looked up): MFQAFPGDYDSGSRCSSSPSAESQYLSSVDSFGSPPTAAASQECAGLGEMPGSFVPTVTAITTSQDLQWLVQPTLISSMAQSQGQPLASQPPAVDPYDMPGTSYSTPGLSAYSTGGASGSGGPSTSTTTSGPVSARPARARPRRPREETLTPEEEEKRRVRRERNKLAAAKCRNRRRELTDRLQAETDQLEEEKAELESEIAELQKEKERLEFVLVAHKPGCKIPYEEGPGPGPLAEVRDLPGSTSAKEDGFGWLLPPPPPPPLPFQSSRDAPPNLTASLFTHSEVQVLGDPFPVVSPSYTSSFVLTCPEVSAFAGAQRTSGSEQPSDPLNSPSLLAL
# RTF Ca sens inh: cardiac RTF calcium desensitization; P19429+P45379; inhibition, % at 7.15 µM; IANBD-labeled cardiac RTF, Ca2+ fluorescence; AID 493244; 340,000 tested, 0.12% active;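 active = inhibition above the mean inhibition of all tested compounds plus 3 SD, cut at about 17% in these data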;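 note: assay run at fixed EC70 calcium of 1.6 mM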
# Mot1-301 SUMO: blocks SUMOylation pathway, rescuing yeast Mot1-301 growth; S. cerevisiae Mot1-301 growth rescue, ATP luminescence, 38.5C; percent above DMSO median, 100 means doubled; growth rescue, % at 18.8 µM; 320,000 tested, 1% active; AID 2716;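 active = every valid replicate shows activation above 250% relative to neutral control wells; inactive = the rest, any valid replicate at or below 250%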;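 note: OY570 slx delta 5 strain wells were the positive control but not used for scaling; some compounds called inactive have numbers as strong as hits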
# NSD2 HMT inh: blocks human histone methyltransferase NSD2 | inhibition, % at 12.5 µM | 310,000 tested, 0.54% active | AID 743445 | NSD2 peptide methylation, AlphaScreen, 120 min | O96028; in the data active = inhibition above about 50%
# C-LANA FP: KSHV C-LANA DNA binding inhibition | inhibition, % at 9 µM | MBP-C-LANA/FAM-LBS DNA binding, fluorescence polarization | AID 504423 | 340,000 tested, 0.078% active;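 active = highest replicate inhibition at or above 60% at 9 µM, even if other replicates fall short; inactive = all replicates below 60% inhibition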;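 note: 0% = neutral control wells and 100% = 4 µM acridine orange control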
# PvdQ inh: blocks Pseudomonas aeruginosa PvdQ acylase activity | purified PvdQ acylase, fluorescence plate reader | inhibition, % at 10 µM | 340,000 tested, 0.063% active | AID 488965; in the data active = inhibition above about 30%, passing the limit was not always enough;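 note: 0% = vehicle neutral wells and 100% = reference inhibitor wells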
# cardiac RTF act: cardiac RTF calcium sensitization; P19429+P45379; IANBD-labeled TnC RTF fluorescence at EC20 calcium; 0% EC20 calcium, 100% full calcium; activation, % at 7.2 µM; 340,000 tested, 0.24% active;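 active = activation above the mean over all tested compounds plus 3 SD, cut at about 30% in these data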;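 note: rise in fluorescence read as greater calcium sensitivity of cardiac thin filaments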
# CDK5 inh: CDK5/p35 (human) kinase inhibition; Q00535+Q15078; 330,000 tested, 0.01% active; Recombinant CDK5/p35, ADP-Glo luminescence, 60 min; inhibition, % at 10 µM;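 active = highest replicate inhibition of at least 50% and at least 75% of replicates reaching 50%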;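 note: plate controls were DMSO neutral control for no effect and GW8510 at 10 µM for full effect; many of its hits are not listed in these tables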
# Target sequence (Q00535 whole entry, looked up): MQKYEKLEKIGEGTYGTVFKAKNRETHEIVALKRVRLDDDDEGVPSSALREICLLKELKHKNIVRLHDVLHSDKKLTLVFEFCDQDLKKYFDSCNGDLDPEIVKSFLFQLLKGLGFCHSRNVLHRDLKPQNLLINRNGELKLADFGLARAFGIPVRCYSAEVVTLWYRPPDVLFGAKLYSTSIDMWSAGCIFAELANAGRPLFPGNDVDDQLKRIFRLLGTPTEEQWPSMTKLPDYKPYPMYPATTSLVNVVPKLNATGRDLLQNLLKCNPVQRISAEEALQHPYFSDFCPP
# Target sequence (Q15078 whole entry, looked up): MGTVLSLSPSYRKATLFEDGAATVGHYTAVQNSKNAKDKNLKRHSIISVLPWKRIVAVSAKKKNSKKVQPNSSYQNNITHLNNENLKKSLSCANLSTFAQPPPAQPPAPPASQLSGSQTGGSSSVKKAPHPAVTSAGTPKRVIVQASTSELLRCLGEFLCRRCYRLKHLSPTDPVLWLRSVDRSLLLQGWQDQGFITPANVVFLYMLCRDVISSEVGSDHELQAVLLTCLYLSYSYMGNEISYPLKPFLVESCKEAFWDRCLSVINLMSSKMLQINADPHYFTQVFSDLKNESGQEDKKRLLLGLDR
# PfHsp90 yeast 2: inhibits growth of yeast expressing Plasmodium falciparum Hsp90; 310,000 tested, 0.32% active; AID 504621; S. cerevisiae expressing PfHsp90, BacTiter-Glo ATP, 48 h; yeast lacking PDR1 and PDR3 efflux regulators; inhibition, % at 9.4 µM;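 active = every replicate shows inhibition above about 80%, whatever the replicate mean, limit read from the data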;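 note: 0% = DMSO neutral controls and 100% = 20 µM radicicol positive controls; yeast relying on Plasmodium falciparum Hsp90 in place of its own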
# Keap1-Nrf2 PPI: disrupts human Keap1 binding to Nrf2 peptide; Q14145; Keap1 Kelch-Nrf2 peptide fluorescence polarization, 1536-well; inhibition, % at 9.4 µM; 340,000 tested, 0.15% active; AID 504523; in the data active = inhibition above about 12%;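 note: human Keap1 Kelch domain with fluorescein labeled Nrf2 9mer peptide probe; 0% = neutral control wells and 100% = peptide positive control; higher means more block of Keap1 binding to Nrf2 peptide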
# Rtt109 HAT inh: C. albicans Rtt109 histone acetyltransferase inhibition | Q5AAJ8 | purified Rtt109/Vps75, ThioGlo CoA-SH fluorescence, 4 h | inhibition, % at 34.9 µM | 330,000 tested, 0.16% active | AID 540336;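 active = inhibition of at least 50% in every replicate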
# An asterisk follows results filed as active; · = not tested or not shown.
mol	RTF Ca sens inh	PfHsp90 yeast 2	Rtt109 HAT inh	cardiac RTF act	Mot1-301 SUMO	Keap1-Nrf2 PPI	PvdQ inh	C-LANA FP	NSD2 HMT inh	CDK5 inh	dFosB activator
CCc1c(O)nc(SCC(=O)c2ccccc2)n(-c2ccccc2)c1=O	0.3	7.9	-9.9	1.4	15.2	2.5	-3.5	-0.9	-5.3	-0.5	-10.6
OCCSc1nncn1/N=C/c1c[nH]c2ccccc12	-8.6	23.8	-1.8	3.0	-4.7	2.8	-12.0	0.6	0.6	0.3	7.7
CCC1=NNC(=O)C(CC(=O)Nc2ccccc2)c2cc(OC)c(OC)cc21 (centres undefined)	-3.9	-2.0	3.3	7.5	69.1	-1.9	-26.6	-0.6	-3.4	0.2	-1.8
CNc1nc(Oc2ccc(C(=O)OC)cc2)nc(SC)n1	4.7	-27.3	4.4	-4.1	-16.9	2.3	-3.2	0.4	-1.3	-1.4	-4.0
CC(CC(=O)N(C)CC(=O)Nc1ccc(N2CCOCC2)cc1)c1ccccc1 (centres undefined)	4.2	-3.8	3.0	-3.1	2.8	-4.8	4.7	0.7	0.3	-1.1	-2.2
CC(C)(C)OC(=O)N1CCCC(C(=O)Nc2cccc(C(=O)N3CCOCC3)c2)C1 (centres undefined)	2.1	3.8	1.3	1.6	·	-0.4	5.6	0.0	·	3.2	-7.5
O=C(CCNS(=O)(=O)c1ccccc1)N1CCN(c2ccccc2)CC1	-2.5	-15.9	2.6	2.6	29.2	0.4	-1.9	0.6	0.7	-1.0	2.7
COCCN(C(=O)COC(=O)CCC(=O)c1ccc(C)cc1)c1c(N)n(Cc2ccccc2)c(=O)[nH]c1=O	-0.7	2.1	-6.1	-4.7	6.3	0.0	4.6	-0.5	-7.0	-0.2	-9.3

# Results in Keap1-Nrf2 PPI, RTF Ca sens inh and CDK5 inh, for 2 of the compounds above:
Molecule | Keap1-Nrf2 PPI | RTF Ca sens inh | CDK5 inh
CCc1c(O)nc(SCC(=O)c2ccccc2)n(-c2ccccc2)c1=O | 2.5 | 0.3 | -0.5
OCCSc1nncn1/N=C/c1c[nH]c2ccccc12 | 2.8 | -8.6 | 0.3

# The results go on:
mol	RTF Ca sens inh	PfHsp90 yeast 2	Rtt109 HAT inh	cardiac RTF act	Mot1-301 SUMO	Keap1-Nrf2 PPI	PvdQ inh	C-LANA FP	NSD2 HMT inh	CDK5 inh	dFosB activator
COc1ccc(N2CCN(c3nc4ccccn4c(=O)c3/C=C(\C#N)S(=O)(=O)c3ccccc3)CC2)cc1	-4.2	-12.0	-2.5	-22.0	-8.6	3.1	-8.1	-0.5	5.3	-1.8	-6.5
COc1ccccc1C(=O)COC(=O)CCCN=C1NS(=O)(=O)c2ccccc21	-0.4	-70.7	·	-4.1	-8.9	·	10.3	·	3.4	-0.4	7.4
CC1=NN(c2ccccc2)C(=O)/C1=C\c1c(C)[nH]n(-c2ccccc2)c1=O	-6.3	-14.3	4.3	4.1	26.1	0.4	2.2	0.6	-4.2	-1.6	-6.1
O=C(Nc1ccc(S(=O)(=O)Nc2ncccn2)cc1)c1cnc(Cl)c(Cl)c1	-14.9	-27.8	-11.1	0.6	-12.0	-8.3	-16.6	-0.9	-0.7	-1.7	-6.6
C[C@H]1Oc2ccccc2C(=O)C1C(=O)c1ccccc1 (some centres undefined)	4.6	-14.0	-6.5	3.2	-4.4	4.1	8.4	-1.5	-5.1	0.8	-1.2
CC(C)=CCC/C(C)=C/CNC(=O)C[C@H]1C[C@H](C(=O)N2CCCCC2)[C@@]2(CCc3ccccc3)c3[nH]c4ccc(Cl)cc4c3CCN2C1=O	3.0	-3.8	1.0	-2.9	·	3.4	-8.0	2.1	·	-0.2	-3.5
COc1cc(NC(=O)C2CCCCC2)c2ncccc2c1	0.1	-12.8	1.1	1.0	85.3	-4.8	1.1	2.2	-1.8	-0.5	2.2
COc1ccc(CCNC(=O)c2ccc(NC(=O)CC3SC(N4CCCC4)=NC3=O)cc2)cc1OC (centres undefined)	-8.5	8.8	9.3	0.0	·	-2.0	3.9	-0.7	-0.9	-0.6	-6.1
COc1ccccc1NC(=O)N1CCc2[nH]c3ccc(Cl)cc3c2C1	-3.5	-16.4	5.2	-4.6	21.4	-3.7	1.6	0.2	·	-1.1	2.1
Cc1cc(C)c(C(=O)Nc2ccccc2)c(CC(C)(C)C(=O)O)c1	-2.5	2.6	6.9	-2.5	-8.6	-5.3	8.5	-1.1	-5.0	1.0	3.8
Nc1nnc(SCCCC(=O)c2ccc(Br)cc2)s1	-8.9	9.5	3.9	1.2	13.1	-7.0	10.8	0.2	-3.4	0.6	-10.2
Cc1ccc(CN(C)C(=O)c2c(C)nn(-c3ccccc3)c2C)cc1	-8.0	17.2	-10.3	6.4	10.1	1.6	-18.4	0.6	-0.3	0.5	0.9
CC(=O)Cc1nsc(NC(=O)c2ccc(COc3ccccc3)o2)n1	0.9	-12.6	43.3	3.4	-4.9	-0.8	5.0	0.4	-0.8	-1.1	-1.0
Cc1[nH]nc2c1C(CCc1ccccc1)C(C#N)=C(N)O2 (centres undefined)	-3.1	-20.1	2.5	-0.7	240.9	-2.2	-14.8	-0.8	-1.5	-2.6	-3.4
CC(C)NC(=O)Nc1cccc2c1O[C@H](CN(C)C(=O)NC1CCCCC1)[C@@H](C)CN([C@H](C)CO)C2=O	-4.2	5.8	7.8	-4.0	-7.3	-0.7	2.5	1.2	·	1.0	-0.9
CCN(CC(=O)N1CCCC1)S(=O)(=O)c1ccc2ccccc2c1	-6.0	0.7	-0.6	3.7	-3.0	0.7	-5.7	-1.9	0.0	-1.2	2.3
O=C(NCc1cccnc1)C1CC(=O)N(c2ccc(Cl)cc2)C1 (centres undefined)	-5.9	26.6	-10.6	1.0	-2.6	-4.6	-13.2	2.2	-4.6	-6.7	-5.6
Cc1cccc(-n2c(SCC(N)=O)nc3c(c2=O)C2(CCCCC2)Cc2ccccc2-3)c1	6.8	-9.7	53.5*	-1.6	-11.7	0.6	1.4	-0.2	-3.0	-2.9	-8.8
Cc1c(Cl)cccc1NC(=O)Nc1ccccc1C(N)=O	-20.6	-0.6	0.4	4.0	-1.5	2.8	-2.4	0.1	0.8	-0.6	5.8
CCOC(=O)c1ccc2c(c1)N(C)C(=O)c1ccccc1S2	-4.2	12.8	2.2	2.7	19.8	-3.2	-12.9	1.0	0.0	-4.8	-2.2
CCCCc1c(C)nc2nc(SCc3ccc(Cl)cc3)[nH]n2c1=O	-4.2	-0.3	2.5	-7.6	6.3	-0.1	4.3	-3.3	0.5	0.2	5.0
CCc1cccc2c(C(=O)CSc3nnc(C4CC4)o3)c[nH]c12	-9.7	1.3	-0.6	-4.5	-4.7	3.9	-17.7	0.1	-1.2	0.1	13.0
CCN1C(=O)C(F)(CC)C(=O)c2ccccc21 (centres undefined)	-6.7	-41.7	3.8	-6.9	-15.0	1.2	-6.8	0.4	1.8	0.4	-0.5
Cc1nc2c3ccccc3nc(NNC(=O)CCC(=O)N3CCN(c4ccc(F)cc4)CC3)n2n1	-9.3	-4.1	2.3	4.8	-5.6	-2.2	-6.6	-1.1	-4.6	-5.2	-18.5
CCCCCCCC(=O)NNC(=O)c1c(O)c2ccccc2[nH]c1=O	0.7	-0.2	2.7	4.3	-8.6	-5.0	-10.3	0.2	-2.6	0.5	4.1
O=C(Nc1ccc(S(=O)(=O)Nc2ccccc2)cc1)C1COc2ccccc2O1 (centres undefined)	-3.0	-38.6	10.7	-10.3	4.6	3.2	-4.0	1.8	-0.1	1.2	-13.6
CN(C)S(=O)(=O)c1ccc(C(=O)NCCC(=O)N2CCCC2)cc1	-2.5	22.8	-5.4	-3.7	-8.0	-1.4	-12.2	1.4	-1.6	1.7	-4.3
CCC1=NC(c2ccc(Br)cc2)N(O)C1(C)C (centres undefined)	-3.5	19.0	-2.8	2.9	10.3	-2.0	-2.5	-0.7	-2.0	0.8	-3.6
CCOC(=O)/C(=C/c1ccc(N2CCC(c3ccccc3)=N2)cc1)C(C)=O	-25.8	106.3*	10.9	10.9	·	3.9	7.9	7.8	·	0.1	-9.5
Cc1cc2ccccc2n1CCNC(=O)C(C)C	-7.2	-9.4	-3.9	6.1	-2.9	-2.8	-5.7	-1.0	·	-0.1	-9.6
Cn1c(NCc2ccco2)nc2c1c(=O)n(Cc1ccc(Cl)cc1Cl)c(=O)n2C	-2.9	17.7	0.6	4.8	-18.1	-2.9	-10.9	0.6	0.1	-0.3	-8.0
CN1CCN(CC(=O)N2c3ccccc3Sc3ccccc32)CC1	-2.0	4.4	0.4	-3.9	2.7	-3.5	-9.7	1.7	5.3	1.2	-2.7
COc1cccc(NC(=O)CN(C)C(=O)c2ccc3[nH]c4c(c3c2)CC(C)CC4)c1 (centres undefined)	-0.2	·	6.8	-20.6	·	-2.3	-10.7	2.6	-0.5	0.8	-26.5
CCOC(=O)c1cc(C(=O)OCC)c2cccc(C)n2c1=O	-8.8	-18.4	5.3	0.5	-4.0	1.2	-3.4	0.2	-6.3	-0.1	-8.2
Cc1cc(C(=O)NCCC2=CCCCC2)c(C)o1	2.2	-11.9	5.7	-6.9	-18.9	-9.3	7.0	0.5	·	1.1	-2.1
Cc1nc2c3cc(F)ccc3n(Cc3ccc(F)cc3)c2s1	4.6	-6.4	41.4	-4.9	203.0	-3.8	8.6	0.1	3.5	2.1	1.2
Cc1cc(C(=O)N2CCCC(CO)(Cc3ccc(F)cc3)C2)c(C)o1 (centres undefined)	-3.0	4.9	-1.1	-0.3	0.1	-3.6	-12.3	-1.5	6.4	-0.8	-12.5
COc1ccccc1Oc1nc2ccccn2c(=O)c1/C=C(\C#N)C(=O)Nc1c(C)n(C)n(-c2ccccc2)c1=O	-1.6	11.0	-2.3	8.5	-7.8	-3.7	-14.8	-1.4	6.5	2.1	-10.7
CC(C)CN(C(=O)CCc1ccccc1Cl)c1c(N)n(Cc2ccccc2)c(=O)[nH]c1=O	1.7	-6.7	9.8	-8.4	29.2	-4.9	-10.8	-1.4	-2.7	-0.1	3.6
Cc1cc(C(=O)OCC(=O)NCc2ccccc2Cl)c(C)o1	-2.1	-36.5	-1.6	-3.2	-12.0	-2.1	-9.1	-0.5	-3.2	-2.4	4.7
COc1ccc(-c2c3c(=O)n(C)c(=O)n(C)c3cn2C2CCCCC2)cc1	0.8	10.9	7.4	-6.3	-9.6	0.1	-8.2	-0.3	6.4	1.2	-5.0
CCOc1ccc2nc(Nc3nc(CSc4nnnn4-c4ccccc4)cc(=O)[nH]3)nc(C)c2c1	-5.8	16.3	0.4	3.5	-11.4	1.9	-7.8	-1.9	-1.1	1.6	-8.8
Cn1c(=O)c(=O)n(C)c2cc(S(=O)(=O)NCCc3ccccc3)ccc21	-6.5	·	-5.0	3.3	13.6	1.4	-11.9	-1.2	0.9	1.7	-1.6
